# HTR5A inv ag = HTR5A inverse agonism, opioid heterodimer counter-screen. AID 504634. inhibition, % at 9.3 µM. actives 0.083% (n = 340,000). HTR5A cell line, luminescence; in the data active means inhibition mostly above about 23%, no sharp cut-off; inactive means mostly below about 18%;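 further: 0% = cells with DMSO and 100% = no-cell wells with DMSO; some compounds called inactive have numbers as strong as hits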
# CAL PDZ FP = CAL PDZ (human) peptide binding inhibition; Q9HD26; purified CAL PDZ, TMR-peptide fluorescence polarization, 1 h; inhibition, % at 24.9 µM; actives 0.92% (n = 300,000); AID 602252;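 active means mean inhibition of at least 30% with at least half of replicates also reaching 30%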;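 further: 0% = DMSO neutral control and 100% = excess unlabeled competitor peptide PRC23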
# V-ATPase pH = alters yeast V-ATPase proton transport; S. cerevisiae, pHLuorin cytosolic pH fluorescence; response, % at 10 µM; actives 0.37% (n = 350,000); AID 504577; in the data active means response mostly above about 7.3%, no sharp cut-off; inactive means mostly below about 5.4%; further: actives read high; inactives centre near 0; some compounds called inactive have numbers as strong as hits; reference of the scale not given here
# RTF Ca sens inh = cardiac RTF calcium desensitization; P19429+P45379; IANBD-labeled cardiac RTF, Ca2+ fluorescence; actives 0.12% (n = 340,000); inhibition, % at 7.15 µM;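 active means inhibition above the mean inhibition of all tested compounds plus 3 SD, cut at about 17% in these data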;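 further: assay run at fixed EC70 calcium of 1.6 mM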
# HTR5A ag = counter-screen for OPRM1-OPRD1 agonists: human HTR5A agonism | AID 504692 | HTR5A agonist assay, luminescence, cell-based | actives 0.61% (n = 340,000) | P47898 | activation, % at 9.3 µM; in the data active means activation mostly above about 9.5%, no sharp cut-off; inactive means mostly below about 7.6%;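 further: 0% = cells with vehicle only and 100% = reference agonist; strong numbers were not always called active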
# MOR-DOR ag = OPRM1-OPRD1 heterodimerization agonism | P35372+P41143 | cells, luminescence | activation, % at 9.3 µM | actives 0.3% (n = 340,000); in the data active means activation above about 18%;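 further: 0% = vehicle-treated cells and 100% = reference agonist; values of inactives mirror those of a sister screen read the other way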
# Target sequence (P35372 whole entry, looked up): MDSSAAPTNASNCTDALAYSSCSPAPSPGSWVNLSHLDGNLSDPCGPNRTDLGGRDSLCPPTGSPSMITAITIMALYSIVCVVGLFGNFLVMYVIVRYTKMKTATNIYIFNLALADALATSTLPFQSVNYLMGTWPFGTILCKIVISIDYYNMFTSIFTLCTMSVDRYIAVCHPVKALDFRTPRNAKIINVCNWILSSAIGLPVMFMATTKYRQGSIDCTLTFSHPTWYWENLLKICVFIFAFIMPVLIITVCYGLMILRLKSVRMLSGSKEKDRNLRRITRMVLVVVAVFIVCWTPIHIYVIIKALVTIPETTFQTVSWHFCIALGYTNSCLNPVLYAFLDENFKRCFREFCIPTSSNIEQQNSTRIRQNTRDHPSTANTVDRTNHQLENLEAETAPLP
# Target sequence (P41143 whole entry, looked up): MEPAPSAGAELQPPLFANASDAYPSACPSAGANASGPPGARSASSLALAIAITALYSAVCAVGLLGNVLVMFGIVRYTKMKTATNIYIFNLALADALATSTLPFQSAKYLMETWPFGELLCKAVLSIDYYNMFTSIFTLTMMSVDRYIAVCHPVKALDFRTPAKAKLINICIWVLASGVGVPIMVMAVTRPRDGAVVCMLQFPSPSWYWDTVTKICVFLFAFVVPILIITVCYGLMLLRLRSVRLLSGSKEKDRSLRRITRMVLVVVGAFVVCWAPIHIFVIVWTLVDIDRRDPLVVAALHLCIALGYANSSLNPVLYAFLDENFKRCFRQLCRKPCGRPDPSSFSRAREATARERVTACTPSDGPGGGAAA
# LANA DNA inh = KSHV C-LANA DNA binding inhibition | MBP-C-LANA/FAM-LBS DNA binding, fluorescence polarization | inhibition, % at 9 µM | actives 0.078% (n = 340,000) | AID 504423;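 active means highest replicate inhibition at or above 60% at 9 µM, even if other replicates fall short; inactive means all replicates below 60% inhibition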;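 further: 0% = neutral control wells and 100% = 4 µM acridine orange control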
# cardiac RTF act = increases calcium sensitivity of human cardiac regulated thin filaments | activation, % at 7.2 µM | P19429+P45379 | actives 0.24% (n = 340,000) | IANBD-labeled TnC RTF fluorescence at EC20 calcium; 0% EC20 calcium, 100% full calcium;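 active means activation above the mean over all tested compounds plus 3 SD, cut at about 30% in these data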;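 further: rise in fluorescence read as greater calcium sensitivity of cardiac thin filaments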
# OPRM1-OPRD1 inv = inverse agonist of human OPRM1-OPRD1 heterodimerization; P35372+P41143; cell-based MOR-DOR heterodimer luminescence, inverse agonism; inhibition, % at 9.3 µM; actives 0.21% (n = 340,000); in the data active means inhibition above about 22%, passing the limit was not always enough;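 further: 0% = cells with DMSO and 100% = wells without cells with DMSO; values of inactives mirror those of a sister screen read the other way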
# Keap1-Nrf2 PPI = disrupts human Keap1 binding to Nrf2 peptide; Q14145; Keap1 Kelch-Nrf2 peptide fluorescence polarization, 1536-well; inhibition, % at 9.4 µM; actives 0.15% (n = 340,000); in the data active means inhibition above about 12%;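 further: human Keap1 Kelch domain with fluorescein labeled Nrf2 9mer peptide probe; 0% = neutral control wells and 100% = peptide positive control; higher means more block of Keap1 binding to Nrf2 peptide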
# Numbers without * were called inactive; . = no result given.
entry	smiles	HTR5A inv ag	CAL PDZ FP	V-ATPase pH	RTF Ca sens inh	HTR5A ag
1	COc1ccc(-n2nc(C(=O)NCC(=O)NCC3COc4ccccc4O3)c3ccccc3c2=O)c(OC)c1 (stereo unspecified)	-12	8	1	4	4
2	Cc1cc(N)n(-c2ccc(Cl)cc2)n1	3	1	-8	-2	-1
3	COc1ccc(CC(=O)NCc2n[nH]c(=S)n2-c2cccc(C)c2)cc1	-8	.	3	0	1
4	CC1CCC(NC(=O)c2ccc3c(c2)OCO3)CC1 (stereo unspecified)	-10	-12	1	1	-1
5	COc1ccccc1C(CNC(=O)c1ccco1)N1CCCC1 (stereo unspecified)	-2	-1	0	-5	1
6	CCCC(C)NC(=O)Cc1ccccc1 (stereo unspecified)	-13	0	2	-10	4
7	Cc1ccc(OCC(=O)N2CC(C)OC(C)C2)c([N+](=O)[O-])n1 (stereo unspecified)	-12	46*	4	-8	5
8	O=C(CN1C(=O)c2ccccc2C1=O)NCc1ccc(F)cc1	17	-5	4	-14	-6
9	[N-]=[N+]=NCCN1CCN(Cc2ccccc2)CCC1=O	-8	1	-2	-6	-1
10	CCC1CCCCN1C(=O)CSc1nnc(CNC(=O)c2ccco2)o1 (stereo unspecified)	-4	2	-1	-8	1
11	O=C(NC1CCCCC1)c1cc(C2CC2)on1	-17	-4	1	-8	0
12	O=C1OCCC1Sc1nnc(-c2ccc(Cl)cc2)n1Cc1ccccc1 (stereo unspecified)	-2	0	5	-6	-1

entry	MOR-DOR ag	LANA DNA inh	cardiac RTF act	OPRM1-OPRD1 inv	Keap1-Nrf2 PPI
1	3.4	0.2	5	-18	-2
2	-2.2	0.5	7	12	-2
3	-0.8	0.3	6	4	-5
4	-2.0	-0.9	1	14	1
5	1.1	-1.6	0	-4	-3
6	-3.6	-0.8	-4	19	-1
7	-1.4	-1.8	3	7	-2
8	1.2	-0.5	-4	-6	-2
9	-3.5	1.2	3	20	2
10	-1.3	-1.9	1	6	-5
11	-1.9	-1.1	-4	9	-6
12	0.0	0.7	3	0	-7

# Next part:
entry	smiles	HTR5A inv ag	CAL PDZ FP	V-ATPase pH	RTF Ca sens inh	HTR5A ag
13	Cc1ccc(NC(=O)C(c2ccccc2)C2CCCC2)cc1 (stereo unspecified)	7	-4	-5	7	-3
14	CCCNc1nc(Nc2ccc(C)cc2)nc(N2CCCC2)n1	-17	-1	-4	-3	7
15	COc1ccc(-n2nnnc2SC(C)C(=O)NCC(=O)Nc2ccc(F)c(F)c2F)cc1 (stereo unspecified)	0	-4	2	-11	0
16	O=c1[nH]c2cc(Cl)ccc2n(CCNc2ncc(C(F)(F)F)cc2Cl)c1=O	2	0	3	-12	-1
17	c1ccc(Sc2ncnc3c2oc2ccccc23)cc1	4	-3	-1	-14	1
18	CCN(CC)CCN(C(=O)c1ccc(S(=O)(=O)N(C)C2CCCCC2)cc1)c1nc2ccc(OC)cc2s1	-1	4	-3	-3	0
19	O=C1/C(=C\Nc2ccc(Cl)cc2)CCN1c1ncccn1	-26	-4	-1	0	10
20	CC1(C)C(=O)Nc2ccccc2N1C(=O)COC(=O)c1ccc([N+](=O)[O-])o1	-5	0	-5	-2	1
21	CCOC(=O)N1CCN(c2ccc(C(=O)CC)cc2F)CC1	-19	-2	-2	-6	-2
22	Cc1ccc(C(=O)NN2C(=O)C3C(C2=O)C2C=CC3C23CC3)cc1 (stereo unspecified)	4	-1	-1	6	-2
23	Nc1nc(-c2ccccc2)c(N=Nc2ccc(Cl)cc2)s1	20	-3	4	-2	1
24	CCN(C(=O)c1cc2c(=O)[nH]c3ccc(C)cc3c2s1)c1ccc(OC)cc1	-14	-1	0	14	5

entry	MOR-DOR ag	LANA DNA inh	cardiac RTF act	OPRM1-OPRD1 inv	Keap1-Nrf2 PPI
13	3.5	-1.4	1	-18	1
14	-0.1	0.2	-5	0	-1
15	-0.5	0.7	3	3	3
16	-0.9	-0.6	6	5	-1
17	9.5	0.2	1	-49	-4
18	-5.3	0.4	1	27	1
19	-2.7	0.9	-1	11	-5
20	5.8	1.9	-5	-29	-7
21	-2.4	0.2	-4	14	-3
22	-3.1	-0.5	0	16	-1
23	-2.3	1.6	-4	12	0
24	-1.7	-0.8	6	9	-3

# Another view of some results above:
(22) Cc1ccc(C(=O)NN2C(=O)C3C(C2=O)C2C=CC3C23CC3)cc1 (stereo unspecified)
  HTR5A inv ag = 4
  CAL PDZ FP = -1
  V-ATPase pH = -1
  RTF Ca sens inh = 6
  HTR5A ag = -2
  MOR-DOR ag = -3.1
  LANA DNA inh = -0.5
  cardiac RTF act = 0
  OPRM1-OPRD1 inv = 16
  Keap1-Nrf2 PPI = -1
(23) Nc1nc(-c2ccccc2)c(N=Nc2ccc(Cl)cc2)s1
  HTR5A inv ag = 20
  CAL PDZ FP = -3
  V-ATPase pH = 4
  RTF Ca sens inh = -2
  HTR5A ag = 1
  MOR-DOR ag = -2.3
  LANA DNA inh = 1.6
  cardiac RTF act = -4
  OPRM1-OPRD1 inv = 12
  Keap1-Nrf2 PPI = 0
(24) CCN(C(=O)c1cc2c(=O)[nH]c3ccc(C)cc3c2s1)c1ccc(OC)cc1
  HTR5A inv ag = -14
  CAL PDZ FP = -1
  V-ATPase pH = 0
  RTF Ca sens inh = 14
  HTR5A ag = 5
  MOR-DOR ag = -1.7
  LANA DNA inh = -0.8
  cardiac RTF act = 6
  OPRM1-OPRD1 inv = 9
  Keap1-Nrf2 PPI = -3

# New compounds follow.
entry	smiles	HTR5A inv ag	CAL PDZ FP	V-ATPase pH	RTF Ca sens inh	HTR5A ag
25	NC(=O)c1c(NC(=O)C2COc3ccccc3O2)sc2c1CCN(Cc1ccccc1)C2 (stereo unspecified)	-8	3	2	-77	3
26	C[n+]1cccc(C(=O)Nc2ccccc2)c1	3	-1	1	-11	-1
27	Cc1ccc(NC(=O)COn2nnc3ccc(S(=O)(=O)N(C)C)cc32)cc1F	18	-3	1	-5	-7
28	Cc1ccc(C(=O)N(c2ccccn2)C(C)c2ccco2)cc1 (stereo unspecified)	0	-2	-2	-14	0
29	CNC(=O)c1ccccc1NC(=O)c1cccc(S(=O)(=O)N2CCC(C)CC2)c1	-14	-5	0	2	6
30	CCOc1cc(C(=O)N/N=C/C(Br)=C/c2ccccc2)cc(OCC)c1OCC	2	4	0	-2	-1
31	O=C(O)c1nc(N2CCOCC2)nc(N2CCOCC2)n1	-1	1	0	9	0
32	Cc1nc(NC(=O)c2csc3ccccc23)sc1C	21	.	-4	0	3
33	CCN(CC)C(=O)C(=O)c1cccn1-c1ccccc1C#N	15	-3	-2	-12	0
34	CCc1ccc(C(=O)Cn2ncc(Cl)c(Cl)c2=O)cc1	-34	1	2	6	-5
35	O=C(CSc1ccc(Br)cc1)N1CCN(C(=O)c2ccco2)CC1	6	1	-1	-3	-2
36	COc1ccc(C(=O)N(C)C2(C)CCS(=O)(=O)C2)cc1OC (stereo unspecified)	-18	0	4	-1	2

entry	MOR-DOR ag	LANA DNA inh	cardiac RTF act	OPRM1-OPRD1 inv	Keap1-Nrf2 PPI
25	1.2	23	38*	-6	-2
26	-2.2	1.1	0	11	-5
27	3.6	-2.7	0	-18	0
28	-0.7	0.3	-3	4	-3
29	0.0	1.0	-4	0	1
30	-3.2	1.4	-2	19	1
31	-0.3	-0.4	-2	2	3
32	3.6	-2.5	4	-21	-2
33	-0.3	-1.1	-8	2	-2
34	-0.8	-3.5	1	4	-1
35	-1.4	-1.4	10	8	-4
36	-2.8	0.8	-5	15	0

# (listing goes on)
entry	smiles	HTR5A inv ag	CAL PDZ FP	V-ATPase pH	RTF Ca sens inh	HTR5A ag
37	O=C(CNC(=O)c1ccc(Cl)cc1Cl)OCCOc1ccccc1	-28	2	-2	9	9
38	CCC(C)(c1nnnn1-c1c(C)cccc1C)N(N=O)c1ccccc1Cl (stereo unspecified)	2	1	-3	2	4
39	Nc1ccc(-c2ccc(N)c([N+](=O)[O-])c2)cc1[N+](=O)[O-]	16	.	3	1	-5
40	CCn1c2ccccc2c2nc3cc(S(=O)(=O)N4CCOCC4)ccc3nc21	-15	-3	5	-11	6
41	C=CCN(C(=O)c1csnn1)C(C(=O)NC1CCCCC1)c1ccc(F)cc1 (stereo unspecified)	-19	-5	0	-15	7
42	CCN(CC(O)CON=C1c2ccccc2-c2ccccc21)S(=O)(=O)c1ccc(Cl)cc1 (stereo unspecified)	-3	-7	-1	0	5
43	CCC(C)C(NC(=O)c1ccc(Cl)cc1)C(=O)O (stereo unspecified)	2	1	4	2	-3
44	COc1ccc(Cl)cc1NC(=O)CN(C)S(=O)(=O)c1cccs1	8	-4	-3	-9	-3
45	CC(/C=C/c1cccc([N+](=O)[O-])c1)=N/NC(=O)c1cccnc1	8	-6	-3	-4	-3
46	Cc1ccc(C)c(C(=O)CSc2nc3ccccc3c(=O)[nH]2)c1	-6	-2	-1	12	2
47	CCc1ccc(C2C(C#N)=C(N)SC(N)=C2C#N)s1	-6	-7	3	-62	6
48	COc1cc(OC)c2c(-c3ccccc3)cc(=O)oc2c1C(CCN1CCCCC1)c1ccc2c(c1)OCO2 (stereo unspecified)	-5	1	1	-14	-7

entry	MOR-DOR ag	LANA DNA inh	cardiac RTF act	OPRM1-OPRD1 inv	Keap1-Nrf2 PPI
37	-1.0	0.5	-6	6	-2
38	-1.6	1.0	-5	8	-1
39	-1.4	1.2	7	8	6
40	6.4	1.1	15	-35	0
41	-1.8	-1.8	-2	10	3
42	4.4	-1.3	-2	-30	-6
43	-2.2	-2.2	-1	13	-1
44	-0.8	-2.4	2	5	-8
45	-0.7	1.0	6	4	4
46	1.2	-1.1	-5	-6	-1
47	-2.9	-1.4	19	17	-12
48	-1.6	1.6	-1	9	-5

# The listing continues.
entry	smiles	HTR5A inv ag	CAL PDZ FP	V-ATPase pH	RTF Ca sens inh	HTR5A ag
49	COc1cccc(-n2nnc3c(=O)n(Cc4ccc(Br)cc4)cnc32)c1	-18	-2	-4	7	2
50	COCCOC(=O)c1ccc(NC(=O)COc2ccc([N+](=O)[O-])cc2)cc1	-6	-2	0	12	2
51	COCCNC(=S)Nc1cccc2cnccc12	-14	3	-3	-1	5
52	CNC(=O)c1cc(NC(=O)CCn2nc(-c3ccccc3)c3ccccc3c2=O)ccc1OC	-8	-1	3	-8	0
53	COC(=O)c1sccc1NC(=O)CSCC(=O)O	-5	3	-3	-1	2
54	Cc1noc(/C=C/N(C)C)c1S(=O)(=O)N1CCCC(C(=O)NC2CCCCC2)C1 (stereo unspecified)	-31	.	3	-2	10
55	Cc1c(Cl)c([N+](=O)[O-])nn1CCCC(=O)Nc1cccc(Cl)c1Cl	3	4	-2	10	5
56	CC(=O)Nc1cnc2ccccc2n1	1	-1	-2	-12	2
57	O=C(NCC(c1ccco1)N1CCN(c2ccccc2F)CC1)C(=O)NC1CC1 (stereo unspecified)	-26	-2	2	-13	9
58	CCN(CC)S(=O)(=O)c1cc(C(=O)O)ccc1OC	0	-6	-1	-10	0
59	O=C(O)[C@@H]1CCCN1c1ncnc2sc3c(c12)CCC3	10	-1	0	3	-2

entry	MOR-DOR ag	LANA DNA inh	cardiac RTF act	OPRM1-OPRD1 inv	Keap1-Nrf2 PPI
49	-2.0	1.8	1	10	-4
50	-3.3	-1.7	-4	16	0
51	-0.1	-0.1	5	1	-6
52	0.3	-0.3	7	-2	-5
53	3.1	1.0	16	-18	6
54	-1.4	2.2	1	8	-5
55	1.6	0.9	0	-8	4
56	-2.1	-0.1	-2	11	-2
57	-0.4	-2.0	-1	2	0
58	-1.1	1.0	7	6	-1
59	-4.3	1.0	-3	19	3
